# PI5P4K alpha inh = PI5P4K alpha (human) kinase inhibition; P48426; PI5P4Kalpha enzyme, ADP-Glo luminescence, 60 min; hits give low values; 330,000 tested, 1.2% active; max response, %; AID 652105; active = max response of -50% or lower; inconclusive = between -30% and -50%; inactive = -30% or higher; note: value at the top dose of about 77 µM; % is set by controls: 0 for no effect and ±100 for the full control effect
# Target sequence (P48426 whole entry, looked up): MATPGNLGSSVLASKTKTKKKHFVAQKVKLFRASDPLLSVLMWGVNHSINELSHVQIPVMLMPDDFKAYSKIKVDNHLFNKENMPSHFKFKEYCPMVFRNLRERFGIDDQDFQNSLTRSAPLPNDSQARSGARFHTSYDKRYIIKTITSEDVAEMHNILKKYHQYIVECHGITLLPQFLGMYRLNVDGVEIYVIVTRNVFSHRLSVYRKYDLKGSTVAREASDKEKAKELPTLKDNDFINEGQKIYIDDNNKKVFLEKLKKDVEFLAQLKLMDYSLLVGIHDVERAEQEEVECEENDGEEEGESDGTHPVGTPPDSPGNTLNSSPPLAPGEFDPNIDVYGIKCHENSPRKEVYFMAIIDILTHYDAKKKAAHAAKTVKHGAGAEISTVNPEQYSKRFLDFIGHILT
#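 PI5P4Kalpha ADP-Glo assay; 5 microM ATP final; 60 min RT reaction; HEPES pH 7.4/EGTA/CHAPS, 5% DMSO; controls lacking substrate or enzyme; luminescent end-point.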
# WRN inhibitor = WRN helicase (human) inhibition | AID 651768 | Potency, µM (series often up to 114 µM), for the others: at the highest dose activity change, negative = inhibition, actives largely listed as inhibitors | Q14191 | 360,000 tested, 0.46% active | WRN helicase unwinding, fluorescent forked duplex, kinetic; note: potency is the fitted concentration of half-maximal effect; % is set by controls: 0 for no effect and ±100 for the full control effect; nearly all actives have a fitted effect of over 55% in size
#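 Screening of the MLSMR collection measured strand separation of a quenched forked DNA duplex (100 nM) by 20 nM WRN with 2 mM ATP, all final. Compounds were preincubated with enzyme 15 min at room temperature.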
# EPAC1 ag = agonists of human EPAC1 | O95398 | EPAC1 agonist qHTS, biochemical assay; response scale: 100% = response to 6.5 mM cAMP | Potency, µM (series often up to 154 µM), for the others: top-dose activation, actives largely listed as activators | 360,000 tested, 0.073% active | AID 720707; note: potency is the fitted concentration of half-maximal effect; nearly all actives have a fitted effect of over 60% in size
#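 Normalized to 6.5 mM cAMP, activity reflects EPAC1-catalysed release of BODIPY-GDP from Rap1B, followed kinetically over 30 min at 480 nm excitation, 540 nm emission. Reaction contained 100 nM EPAC1, 250 nM Rap1B-BODIPY-GDP, 50 uM GDP.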
# IL-2 act = IL-2 activation; 360,000 tested, 0.065% active; activation, % (series mostly up to about 46 µM); IL-2 activation reporter assay, cell-based qHTS; stimulated with anti-CD3/CD4/CD28 beads; in transgenic mouse T cells; in the data active = activation above about 50%; inconclusive = mostly about 30% to 49%; note: 0% is about no effect
#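 Screening format: compound pinned onto unstimulated transgenic mouse T cells, 60 min incubation, then anti-CD3/anti-CD4/anti-CD28 bead stimulation for 18 hours at 37 degrees C, followed by EGFP and DsRed detection.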
# FUS suppressor = rescues growth of FUS-expressing yeast | Potency, µM (top dose mostly 76.6 µM), without a hit: at the highest dose growth rescue (activation), usual class: activators | 390,000 tested, 0.24% active | S. cerevisiae FUS-expressing, growth rescue, OD600, 24 h;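 note: potency is the fitted concentration of half-maximal effect; plate controls were DMSO vehicle for no effect and reference control for full effect; nearly all actives have a fitted effect of over 55% in size; some results filed as inactive show a strong effect at the top dose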
#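 Restored growth of FUS-toxic S. cerevisiae, read as 600 nm absorbance after 24 h at 30C in galactose medium (starting OD 0.005). Controls CP55940 and DMSO.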
# PLK1 PBD block = blocks phosphopeptide binding to human PLK1 polo-box domain; 360,000 tested, 2.8% active; Potency, µM, for inactives: max response, negative = inhibition, actives largely listed as inhibitors; Plk1 PBD binding of FITC phosphopeptide, fluorescence polarization; note: potency is the fitted concentration of half-maximal effect; series mostly up to about 57 µM; % is set by controls: 0 for no effect and ±100 for the full control effect; nearly all actives have a fitted effect of over 65% in size
# Target sequence (P53350 whole entry, looked up, the tested form may be a part): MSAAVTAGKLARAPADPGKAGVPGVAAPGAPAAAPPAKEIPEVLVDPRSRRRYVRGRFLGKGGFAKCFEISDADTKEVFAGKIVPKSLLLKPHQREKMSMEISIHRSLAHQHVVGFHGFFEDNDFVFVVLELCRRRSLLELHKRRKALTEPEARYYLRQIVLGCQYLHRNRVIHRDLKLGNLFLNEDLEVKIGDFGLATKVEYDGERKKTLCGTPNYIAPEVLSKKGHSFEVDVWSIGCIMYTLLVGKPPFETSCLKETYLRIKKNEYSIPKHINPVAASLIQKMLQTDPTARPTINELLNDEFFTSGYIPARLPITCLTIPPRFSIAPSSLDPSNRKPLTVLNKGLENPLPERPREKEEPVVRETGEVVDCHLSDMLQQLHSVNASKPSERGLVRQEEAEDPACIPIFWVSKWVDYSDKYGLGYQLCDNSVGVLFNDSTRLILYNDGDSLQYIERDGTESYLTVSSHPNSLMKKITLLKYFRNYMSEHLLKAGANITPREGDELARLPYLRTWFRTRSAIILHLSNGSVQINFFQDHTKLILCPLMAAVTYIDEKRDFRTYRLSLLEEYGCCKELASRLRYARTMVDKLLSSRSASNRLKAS
# EPAC1 antagonist = blocks human EPAC1 exchange factor | O95398 | AID 720709 | EPAC1 GEF assay, Rap1b-BODIPY-GDP exchange fluorescence | Potency, µM (doses to about 115 µM), for inactives: top-dose activity change, negative = inhibition, actives largely listed as inhibitors | 360,000 tested, 0.14% active;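 note: potency is the fitted concentration of half-maximal effect; plate controls were vehicle for no effect and positive control for full effect; nearly all actives have a fitted effect of over 50% in size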
# Abeta yeast res = restores growth of yeast expressing A-beta42 peptide; yeast expressing A-beta42, growth rescue, OD600, 48 h; response scale: 0% DMSO, 100% iron-clioquinol control; Potency, µM (top dose mostly 46.1 µM), inactives show at the highest dose growth rescue, usual class: activators; 410,000 tested, 0.063% active; note: potency is the fitted concentration of half-maximal effect; nearly all actives have a fitted effect of over 55% in size
#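 Growth rescue measured by 600 nm absorbance after 48 h yeast culture at 30 C with compound. Values normalized between DMSO and an equimolar ferric chloride plus clioquinol control.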
# * = called active by the depositor; ? = inconclusive; . = no result given; [ ] = remark or other dose. Unless noted, calls come from the whole dose curve; as a rule, active = well fitted curve in the direction sought with a large enough effect; inconclusive = small, poorly fitted or top-dose-only effect, or another doubt; inactive = no such curve, though single readings can be large; an effect the other way counts as inactive or inconclusive.
SMILES,PI5P4K alpha inh,WRN inhibitor,EPAC1 ag,IL-2 act,FUS suppressor,PLK1 PBD block,EPAC1 antagonist,Abeta yeast res
Cc1ccc2c(c1)NC(=O)C(CC(=O)NCCCN1CCCCC1)O2 (stereo unspecified),4,0%,4%,0.5,-18%,-7%,-25%,-14%
COCCN(C(=O)CNC(=O)c1ccco1)C(C(=O)NC1CCCC1)c1ccccc1 (stereo unspecified),-8,6%,-4%,2.1,-6%,3%,2%,-9%
CC(=O)c1ccc(CCCc2ccc(C(C)=O)cc2)cc1,-3,-8%,2%,0.2,40%,4%,-12%,-13%
Cn1c(=O)cc(SCC(=O)NCc2cccnc2)c2ccccc21,-11,2%,-5%,-1.9,7%,-10%,11%,14%
[O-]/C(=C(\C(=S)Nc1cccc2ccccc12)[n+]1ccccc1)c1ccc(OC(F)F)cc1,-1,-7%,0%,1.3,?,-22%,-9%,-10%
CCCc1ccc(S(=O)(=O)N2CCN(C(C)C(=O)NC3CCCC3)CC2)cc1 (stereo unspecified),11,11%,4%,0.6,22%,-3%,9%,9%
O=C(c1ccco1)N1CCN(C(=O)c2cc3c(=O)oc4ccccc4c3s2)CC1,-6,-22%[57.1 µM],-6%,1.3,6%,0%,0%,13%
Cc1c(C(=O)NCc2ccc3c(c2)OCO3)sc(=O)n1Cc1cccc(F)c1,-1,1%[57.1 µM],-4%,-0.5,18%,3%,0%,4%
O=C(CCCCCn1c(=O)[nH]c2ccsc2c1=O)N1CCCCC1,-2,-7%,6%,-1.4,19%,-9%,4%,13%
COc1cccc(NC(=O)CCNS(=O)(=O)c2cccc3nonc23)c1,0,1%,6%,2.2,13%,2%,-9%,0%
COCCn1c(SCC(=O)c2cc(C)n(C)c2C)nc2ccccc2c1=O,-7,1%,0%,-1.9,15%,-11%,?,4%
CC(C)C(NS(=O)(=O)c1cccc2nsnc12)C(=O)NC1CCCCC1 (stereo unspecified),-1,-6%,10%,-0.2,6%,-3%,6%,5%
Cc1cccc(-n2c(C)c(-c3ccccc3)[nH]c2=S)c1,-10,?,3%,-0.8,25%,-26%,-5%,?
COc1ccc(-c2csc(N3CCC(C(N)=O)CC3)n2)cc1,.,.,-2%,-2.0,14%,.,?,6%
CC1CCN(C(c2cc3cc4c(cc3[nH]c2=O)OCO4)c2nnnn2CC2CCCO2)CC1 (stereo unspecified),.,-11%,-4%,-2.0,12%,?,13%,-26%
CC(=O)NC(c1ccc(F)c(F)c1)c1nc(-c2cnn(C)c2)cs1 (stereo unspecified),1,-6%,-6%,4.1,-29%,-9%,0%,-4%
S=C1NCN(C2CCCCC2)CN1c1ccccc1,-3,-4%,-8%,0.8,9%,-3%,0%,15%
CCn1c(SCC(N)=O)nc2cc(S(=O)(=O)N3CCOCC3)ccc21,6,-7%,7%,0.0,15%,-7%,-5%,-2%
Cc1nn(Cc2ccccc2)c(Cl)c1/C=C/C(=O)OC(C)C(=O)N1CCCC1 (stereo unspecified),0,16%,-16%,2.9,6%,2%,3%,-9%
CC(C)(C)C1=C(C#N)C(c2cc3c(cc2Br)OCO3)C(C#N)=C(N)O1 (stereo unspecified),20,3%,-1%,-0.1,-1%,-7%,9%,23%
Cc1ccc(S(=O)(=O)Nc2ccccc2C(=O)Nc2ccc(S(=O)(=O)Nc3nccc(C)n3)cc2)cc1,-17,-23%,7%,-1.3,?,-22%,-10%,12%
O=C(CSc1nc(CCC2CCCC2)nc2ccccc12)NCc1ccc2c(c1)OCO2,2,-1%,1%,-3.1,26%,-9%,0%,?
O=C(O)c1ccc2c(c1)S(=O)(=O)c1cc(N3CCN(c4ncccn4)CC3)ccc1C2=O,-57*,-7%,-6%,1.8,-18%,-2%,-2%,-4%
O=[N+]([O-])c1ccc(NC(=S)NCCc2ccc(Cl)cc2)cc1,-2,-29%,4%,-3.0,.,-12%,-1%,-56%[inhibitor]
CCCCNC(=O)CNC(=O)c1nn(-c2ccc(OC)c(OC)c2)c(=O)c2ccccc12,3,2%,-8%,-1.6,-1%,3%,6%,1%
COc1ccc(/C=N/Nc2nc3ccccc3[nH]2)cc1OC,10,-21%,8%,0.2,6%,-2%,2%,0%
CC(C)(C)c1csc(NC(=O)c2ccncc2)n1,-5,3%[57.1 µM],-22%,0.7,16%,-3%,-4%,1%
Cc1ccccc1-c1nc(CS(=O)(=O)CC(=O)NC2CCCCC2C)c(C)o1 (stereo unspecified),3,0%,-14%,-1.1,11%,-6%,-22%,-9%
CCCC(=O)Nc1c2c(nn1-c1cccc(Cl)c1)CS(=O)(=O)C2,-3,-7%,-10%,1.1,6%,-2%,-2%,-1%
Cc1cc(C)cc(NC(=O)CCN2CCOCC2)c1,3,6%,-2%,-0.1,-19%,-4%,-2%,-12%

# Structures listed so far that contain an aryl thioether with sulfur outside any ring:
SMILES,PI5P4K alpha inh,WRN inhibitor,EPAC1 ag,IL-2 act,FUS suppressor,PLK1 PBD block,EPAC1 antagonist,Abeta yeast res
Cn1c(=O)cc(SCC(=O)NCc2cccnc2)c2ccccc21,-11,2%,-5%,-1.9,7%,-10%,11%,14%
COCCn1c(SCC(=O)c2cc(C)n(C)c2C)nc2ccccc2c1=O,-7,1%,0%,-1.9,15%,-11%,?,4%
CCn1c(SCC(N)=O)nc2cc(S(=O)(=O)N3CCOCC3)ccc21,6,-7%,7%,0.0,15%,-7%,-5%,-2%
O=C(CSc1nc(CCC2CCCC2)nc2ccccc12)NCc1ccc2c(c1)OCO2,2,-1%,1%,-3.1,26%,-9%,0%,?

# Continued:
SMILES,PI5P4K alpha inh,WRN inhibitor,EPAC1 ag,IL-2 act,FUS suppressor,PLK1 PBD block,EPAC1 antagonist,Abeta yeast res
CCN(CC)S(=O)(=O)c1cccc(C(=O)c2c(C)cc3ccccn23)c1,-2,1%,1%,-2.3,9%,2%,-2%,-4%
C=CCOc1ccc(/C=N/Nc2ccccn2)cc1OC,0,?,-3%,-3.7,17%,-25%,-6%,-3%
CCN1CCN(c2ccc(NC(=O)c3ccco3)cc2Cl)CC1,-11,0%,4%,1.6,18%,-6%,-9%,-9%
CC1CCC(NC(=O)CN2C(=O)NC3(CCCCCC3)C2=O)CC1 (stereo unspecified),-1,-1%,-6%,1.0,0%,-2%,4%,-16%
O=C(CSc1nc2c(cnn2-c2cccc(Cl)c2)c(=O)[nH]1)NCCC1=CCCCC1,9,-9%,-3%,0.0,2%,-21%,?,-7%
CCOC(=O)c1sc2nc[nH]c(=O)c2c1C,-17,-10%,2%,0.1,-9%,-2%,0%,-3%
COc1cccc(C(=O)Nc2cccc(OCC(=O)c3ccccc3)c2)c1,-2,-34%,-1%,-1.2,17%,-9%,-16%,-1%
O=C(O)C1=C[C@@H](C2CC2)C[C@@H](OCCCCO)O1,0,3%,-9%,2.2,-26%,-8%,5%,8%
O=S(=O)(c1cccc(-c2cn3ccccc3n2)c1)N1CCCC1,-2,-5%,-5%,-3.2,25%,-11%,-13%,-12%
C/C(=N\NC(=O)c1ccccc1OCc1ccc(F)cc1)c1ccccn1,-2,-3%,0%,-0.1,7%,-8%,-2%,?
COC(=O)c1ccccc1S(=O)(=O)N1CCCC(c2nc3c(nnn3Cc3ccc(C)cc3)c(=O)[nH]2)C1 (stereo unspecified),5,-8%,14%,-0.9,?,?,-20%,-12%
COCCn1c(-c2ccc(OC)c(OC)c2)nc2ccccc21,-8,-4%,12%,-0.8,17%,-2%,7%,10%
N#CC(C#N)=Cc1cnc(N2CCN(c3ccccc3)CC2)s1,7,-3%,6%,?,7%,2%,10%,-14%
Cn1nc(-c2ccc(Cl)cc2)c2cc(C(=O)NCc3ccco3)sc21,-8,-4%,8%,-3.2,13%,-13%,-10%,4%
O=C(O)[C@H]1CCCC[C@H]1C(=O)Nc1ccc(S(=O)(=O)N2CCOCC2)cc1,-8,4%,-2%,-0.1,-1%,2%,10%,-5%
Cc1ccc(/C(O)=C2/C(=O)C(=O)OC2c2ccc(Cl)cc2)cc1 (stereo unspecified),.,-18%,9%,0.6,-5%,?,?,-17%
CC1CCC2(CC1)NC(=O)N(CC(=O)N(Cc1ccccc1)C(C)(C)C)C2=O (stereo unspecified),0,3%,1%,1.9,.,5%,15%,-4%
O=C1CN(C(=O)c2ccccc2F)C(c2ccccc2)c2cc(F)ccc2N1 (stereo unspecified),0,1%,3%,-3.3,2%,0%,-10%,-7%
CC(NC(=S)NC(=O)c1ccccc1)c1ccccc1 (stereo unspecified),1,-4%,10%,0.2,34%,-5%,0%,?
Cc1ccc(S(=O)(=O)NN2C(=O)/C(=C\c3ccc(Cl)cc3)SC2=S)cc1,-24,?,-4%,-1.7,15%,27µM*,?,-12%
COc1ccccc1N1CCN(C(=O)C(Cc2ccccc2)NC(=O)C2CCCCC2)CC1 (stereo unspecified),.,5%,2%,-1.7,33%,-1%,-6%,14%
CCOc1ccc2nc(NC(=O)c3cnccn3)sc2c1,0,3%,-4%,0.0,-6%,-15%,-18%,-4%
Cc1ccc(CNC(=O)CS(=O)Cc2nc(-c3ccccc3C)oc2C)cc1 (stereo unspecified),0,1%,-2%,-2.2,28%,-9%,-10%,4%
CC1=NN(C(=O)COc2ccc(C)c(C)c2)C(O)(c2ccc(Cl)cc2)C1 (stereo unspecified),6,-6%,-1%,-1.8,-16%,-15%,?,?
CCOc1ccccc1NC(=O)c1ccc2c(c1)C(=O)N(CC)C2=O,1,?,1%,0.0,3%,-12%,-9%,6%
Cc1cc(C(=O)Nc2cc(S(C)(=O)=O)ccc2Cl)c(C)o1,-5,-24%,5%,1.6,-3%,2%,-1%,8%
Cc1nn(C(C)C(=O)N2CCOCC2)c(C)c1[N+](=O)[O-] (stereo unspecified),7,-6%,-5%,-2.2,18%,?,-1%,-9%
O=C(Nc1ccc2c(c1)CCC2)C1CCN(c2ncccn2)CC1,7,5%,-2%,-1.9,-9%,1%,7%,-8%
COc1ccc(NC(=O)CCn2c(=O)c3cccn3c3ccccc32)cc1,1,-8%,0%,-4.4,21%,-12%,17%,5%
CCOC(=O)C1CCCN(C(=O)c2ccc(OC)c(OC)c2)CC1 (stereo unspecified),3,4%,6%,0.4,-17%,-1%,-4%,-6%
O=C(NCc1ccccc1CN1CCCC1)C1CCN(C(=O)c2ccc(Cl)cc2)CC1,0,8%,3%,0.5,-9%,0%,3%,-2%
Cc1nnc2sc(-c3ccc(N(C)C)cc3)nn2c1=O,?,-21%,-6%,0.9,3%,-16%,-6%,-24%

# Screening data: PubChem BioAssay, National Center for Advancing Translational Sciences (NCATS)
